# ADAM10 inh = ADAM10 inhibition, QFRET primary screen | hit rate 0.62% among 370,000 | recombinant ADAM10, EDANS/DABCYL FRET peptide cleavage, 3 h | O14672 | inhibition, % at 7 µM;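 active = inhibition above a per-campaign cutoff equal to the mean of compounds falling between control-based bounds plus 3 SD, cut at about 20% in these data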;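 also: 0% = DMSO wells while the 100% control is not disclosed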
# ASAP1 inh = blocks human ASAP1-stimulated Arf1 GTP hydrolysis | GDP FP detection | inhibition, % at 16.5 µM | hit rate 0.19% among 360,000; in the data active = inhibition above about 25%;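 also: 0% = vehicle with enzyme and substrate and 100% = no enzyme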
# Target sequence (Q9ULH1 325-724 limits assumed): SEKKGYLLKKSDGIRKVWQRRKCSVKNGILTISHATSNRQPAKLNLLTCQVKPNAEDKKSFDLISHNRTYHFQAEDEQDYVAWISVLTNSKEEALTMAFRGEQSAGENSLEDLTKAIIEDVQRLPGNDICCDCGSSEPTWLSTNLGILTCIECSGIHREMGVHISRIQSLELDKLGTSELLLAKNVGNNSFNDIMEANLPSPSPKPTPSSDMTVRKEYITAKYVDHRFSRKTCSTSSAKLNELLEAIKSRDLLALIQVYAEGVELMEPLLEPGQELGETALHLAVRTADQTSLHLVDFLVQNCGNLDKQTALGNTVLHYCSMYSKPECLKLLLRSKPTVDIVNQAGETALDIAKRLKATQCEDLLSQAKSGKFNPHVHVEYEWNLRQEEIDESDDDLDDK
# DDE Tn6 FP inh = DD(E)-Tn6 binding inhibition, primary FP screen; P02675; Fibrin DD(E) TRITC-Tn6 fluorescence polarization displacement; hit rate 0.21% among 370,000; inhibition, % at 8.3 µM;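 active = inhibition above a per-campaign cutoff: mean of compounds within control limits plus 3 SD, cut at about 15% in these data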;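 also: 0% = median of all compound wells on the plate and 100% = blocking peptide control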
# LEDGF integ inh = blocks HIV-1 LEDGF/p75-dependent DNA integration. TR-FRET IN-LEDGF/p75 DNA integration, Eu/Cy5. inhibition, % at 3.7 µM. hit rate 0.64% among 370,000. AID 743269;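 active = inhibition above the screen-wide mean plus 3 SD, cut at about 13% in these data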;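 also: signal is the Cy5 over europium emission ratio at 671 and 618 nm; 0% = plate median of compound wells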
# TDP2 inh = TDP2 (human) inhibition, absorbance primary screen | O95551 | recombinant TDP2, T5PNP hydrolysis, p-nitrophenol absorbance 415 nm | inhibition, % at 12.8 µM | hit rate 0.34% among 370,000;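 active = inhibition above the mean of all tested compounds plus 3 SD, set per campaign, cut at about 25% in these data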;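 also: 0% = DMSO with enzyme and 100% = buffer with substrate but no TDP2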
#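 test system = human TDP2 enzyme | input = TDP2 enzyme at 120 nM final | medium = 50 mM Tris-HCl pH 7.5 with Mg2+, KCl, DTT, BSA | also added = T5PNP substrate, 5 mM | times = 2 h at 37 °C | technique = epi absorbance | benchmarks = high control without enzyme, low control DMSO plus TDP2 | replication = each compound tested once, singlicate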
# proKLK7 act = proKLK7 (human) activation, primary screen; activation, % at 7 µM; purified proKLK7, EDANS-DABCYL substrate fluorescence; 100% is mature enzyme control, 0% vehicle; P49862; hit rate 0.9% among 370,000; AID 652039;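 active = activation above the mean of all tested compounds plus 3 SD, computed per campaign excluding outliers beyond control limits, cut at about 13% in these data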
# Target sequence (P49862 whole entry, looked up): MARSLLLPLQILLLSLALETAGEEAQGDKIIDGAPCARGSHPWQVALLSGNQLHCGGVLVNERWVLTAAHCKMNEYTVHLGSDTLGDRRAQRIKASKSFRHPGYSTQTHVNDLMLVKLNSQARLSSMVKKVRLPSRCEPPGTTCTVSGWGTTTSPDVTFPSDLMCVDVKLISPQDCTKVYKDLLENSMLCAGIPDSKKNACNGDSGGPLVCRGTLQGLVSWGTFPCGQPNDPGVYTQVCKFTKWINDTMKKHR
# Tn7 DDE FP = disrupts Tn7 cyclic peptide binding to fibrin D-Dimer-E complex; inhibition, % at 8.3 µM; AID 720508; FP displacement of FITC-Tn7 peptide from fibrin DD(E); 0% = median of compound wells per plate; hit rate 0.13% among 370,000;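 active = inhibition above the mean of compounds falling within the control limits plus 3 SD of them, cut at about 14% in these data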;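 also: 0% = plate median of compound wells and 100% = 10 µM Aha-Tn7 peptide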
#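 system = human fibrin DD(E) protein | quantity = DD(E) 2 µM final | medium = Tris/NaCl/CaCl2 buffer, pH 7.8 | also added = labelled Tn7 tracer, 0.1 µM | compound dosing = single point at 8.3 µM | timing = compound with protein 10 min, then 3 h after probe, room temperature | signal = FP measurement | benchmarks = Aha-Tn7 high control | repeats = one replicate per compound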
# PLC-gamma1 inh = PLC-gamma1 (human) inhibition, primary screen; purified PLC-gamma1, fluorogenic substrate, fluorescence; inhibition, % at 12.2 µM; hit rate 0.84% among 370,000; in the data active = inhibition above about 9.5%
# ADAM17 inh = ADAM17 inhibition, QFRET primary screen | inhibition, % at 6.95 µM | recombinant ADAM17, EDANS/DABCYL FRET peptide cleavage | hit rate 0.83% among 370,000 | AID 720648;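 active = inhibition above the mean of compounds lying between control limits plus 3 SD, set per campaign, cut at about 8.5% in these data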;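 also: 0% = DMSO-only wells as the low control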
# ARFGAP1 inh = rat ARFGAP1 inhibition; Q62848; Arfgap1-stimulated ARF1 GTP hydrolysis, GDP FP detection; inhibition, % at 16.5 µM; hit rate 0.26% among 360,000; AID 651572;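 active = inhibition above a per-plate limit, mean inhibition of low control wells plus 3 SD, cut at about 25% in these data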;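 also: 0% = DMSO wells with enzyme and 100% = wells lacking Arfgap1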
# Target sequence (Q62848 1-136 limits assumed): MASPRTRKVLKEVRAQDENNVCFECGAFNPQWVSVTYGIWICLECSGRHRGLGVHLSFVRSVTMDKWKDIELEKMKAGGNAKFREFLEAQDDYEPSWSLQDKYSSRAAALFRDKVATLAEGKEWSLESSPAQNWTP
#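 system = rat Arfgap1 catalytic domain, aa 1-136 | technique = FP, GDP Alexa 633 tracer displaced from anti-GDP antibody, 620/688 nm | compound = one concentration, 16.5 µM, DMSO 1.26% | medium = HEPES-based buffer, pH 7.5 | timing = compound-enzyme preincubation 20 min, reaction 120 min, detection 60 min, 25 °C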
# * = called active by the depositor; i = inactive; · = not tested or not shown.
ADAM10 inh	ASAP1 inh	DDE Tn6 FP inh	LEDGF integ inh	TDP2 inh	proKLK7 act	Tn7 DDE FP	PLC-gamma1 inh	ADAM17 inh	ARFGAP1 inh	SMILES
-13	0	6	-1	13	-0.2	4	-11	-6	2	O=C(CC1C(=O)NCCN1Cc1cccc(F)c1)NC1CCC1 (configuration not stated)
-1	10	1	5	-2	2.0	-1	3	-2	10	Nc1nncn1C(=O)CCCOc1ccc(Cl)cc1Cl
1	-7	9	2	11	0.1	1	2	0	11	Cn1c(Cn2cnc([N+](=O)[O-])n2)nnc1SCC(=O)Nc1cccc(Cl)c1
8	-7	4	28*	7	-0.2	-1	4	0	0	Cn1cc(Cl)c(-c2n[nH]c(=S)n2-c2ccc(F)cc2)n1
-482	-5	3	-4	-6	-8.2	0	i	-205	1	Cc1cccc(Oc2coc3cc(O)ccc3c2=O)c1
13	-3	-4	2	4	0.4	8	1	3	1	CCOC1=C2[C@H](c3ccc(CC)cc3)N(S(=O)(=O)c3ccc(C)cc3)C[C@H]2C(C#N)(C#N)C(C#N)(C#N)C1
6	-15	0	1	3	-0.1	2	1	0	1	CCOCC(=O)NC1CCc2cc(OC)c(OC)c(OC)c2-c2ccc(SC)c(=O)cc21 (configuration not stated)
-12	11	-5	-3	-7	0.2	-3	3	5	-3	Cc1[nH]n(CCC#N)c(=O)c1CC(=O)N1CCN(c2ccccc2)CC1
-144	1	0	0	-5	-5.2	5	-64	-29	-2	CCc1cc(-c2ccc3c(c2)COc2c4ccccc4nn2-3)on1
5	-5	-2	-2	5	0.7	5	1	-6	11	O=S1(=O)CC(O)C(NCc2cccnc2)C1 (configuration not stated)
3	8	0	-1	-2	-0.2	2	1	-1	5	O=[N+]([O-])c1ccc2nc(C3CCCCC3)[nH]c2c1
4	-7	0	-5	2	-0.1	5	3	2	-12	O=C(CCCl)Nc1nc2c(s1)CCc1ccccc1-2
-7	2	-11	0	7	1.2	-2	-24	-4	16	COc1cccc(N2CCN(c3ncnc4c3[nH]c3ccc(F)cc34)CC2C)c1 (configuration not stated)
0	6	-3	-2	-4	-0.3	3	-1	0	5	Cc1ccccc1CSCCNC(=O)Nc1ccccc1
-16	-8	6	1	-9	-0.2	5	-2	-3	8	COc1ccc(N2CCN(Cc3nc4c(c(=O)n(C)c(=O)n4C)n3Cc3cccc(C)c3)CC2)cc1
0	21	-3	0	6	0.0	-1	3	-1	13	CCOc1ccc(C(=O)CC(Sc2ccc(C)cc2)C(=O)O)cc1 (configuration not stated)
-3	-5	-5	-1	-3	0.4	4	0	1	13	CCOC(=O)Cc1cc(=O)[nH]c(/N=C(\N)Nc2ccc(C)cc2C)n1
15	17	4	-3	-3	-0.4	-4	0	9.0*	-3	O=S(=O)(c1ccc(F)cc1)N(CCO)CC(O)Cn1c2ccccc2c2ccccc21 (configuration not stated)
5	17	-1	0	3	-0.3	-2	-3	-2	15	CC(C)(O)c1[nH]c2ccc(C(F)(F)F)cc2c1C(C)(C)O
-7	-16	4	1	0	0.6	-6	-2	-3	5	O=C(O)c1ccc(N=C2c3ccccc3-c3ccccc32)cc1
3	1	2	4	2	-0.2	-3	4	1	8	Cc1cc(C)cc(N(CC(=O)NC2CCCC2)C(=O)CNC(=O)c2ccco2)c1
-4	-7	-3	-2	4	0.2	5	0	-3	-7	CC(=O)Nc1ccc(CN(C)c2c(C)nc3ccc(C(=O)NC4CCN(Cc5ccccc5)CC4)cn23)cc1
1	-4	3	-2	11	1.0	1	-11	-4	3	N#Cc1cc2c(nc1SCC(=O)Nc1sc3c(c1C#N)CCC3)CCCCC2
7	-6	15	-3	4	0.3	-6	3	2	4	O=C(CCNS(=O)(=O)c1cccc2nsnc12)N1CCc2ccccc21
1	4	4	-2	10	-0.2	3	2	-1	11	O=C(CSc1nnc(Cc2ccccc2)n1-c1ccccc1)NNC(=O)Cc1ccccc1
-4	-12	3	-2	-1	-0.5	1	2	-5	0	C#CCOCCOCCOCCNc1nc(N2CCOCC2)nc(N2CCN(C(=O)[C@H](C)n3cc(CCCN=C(N)N)nn3)CC2)n1
-3	0	-2	4	6	-0.6	-1	0	-1	-4	CN(C)c1ccc(C(CC(=O)c2ccccc2)C2CCCCC2=O)cc1 (configuration not stated)
-9	-4	1	1	8	0.2	2	1	-6	-6	C/C(=N\Nc1nc(C(C)(C)C)cs1)c1ccc(O)cc1
-2	7	3	3	15	-0.6	0	0	-1	9	Cc1ccc(C(C)C)c(OCC#CCN2CCOCC2)c1
-4	3	1	-2	2	0.1	-6	0	1	2	CCC1(c2ccc(F)cc2)NC(=O)N(CC(=O)N2CCOCC2)C1=O (configuration not stated)

# Look-ups from the results shown:
# COc1cccc(N2CCN(c3ncnc4c3[nH]c3ccc(F)cc34)CC2C)c1 (configuration not stated) – DDE Tn6 FP inh: -11
# Cn1cc(Cl)c(-c2n[nH]c(=S)n2-c2ccc(F)cc2)n1 – DDE Tn6 FP inh: 4
# Nc1nncn1C(=O)CCCOc1ccc(Cl)cc1Cl – ADAM10 inh: -1

# Following part
ADAM10 inh	ASAP1 inh	DDE Tn6 FP inh	LEDGF integ inh	TDP2 inh	proKLK7 act	Tn7 DDE FP	PLC-gamma1 inh	ADAM17 inh	ARFGAP1 inh	SMILES
1	4	-4	2	1	0.6	6	-2	-3	14	O=[N+]([O-])c1ccc(OCc2cn([C@@H](CO)c3ccccc3)nn2)c(Br)c1
8	-6	-3	0	5	1.4	1	2	-1	8	CCc1ccccc1NC(=S)N1CCC(C(=O)c2ccc(F)cc2)CC1
-8	3	3	3	-6	-0.8	-1	-16	-4	-5	Cc1c(CCCC(=O)O)sc(N)c1C(=O)c1cccc(C(F)(F)F)c1
-9	2	-1	-2	-5	0.2	0	2	-2	-1	COc1cccc(CNC(=O)[C@H]2CCCN2C(=O)[C@H]2CCCN2C(=O)c2ccc(OC(F)(F)F)cc2)c1
4	-1	2	3	4	-0.2	-7	3	1	-3	CCOC(=O)C1(Cc2cccc(F)c2)CCN(Cc2cn(CC)nc2C)CC1
-3	4	2	3	-2	1.5	-4	-4	-6	1	COC(=O)c1ccccc1NC(=O)CSc1nc2ncccc2[nH]1
-2	11	6	-5	19	0.0	-1	-1	-2	-10	CCC1(CC)Cc2ccccc2-c2nc(CCl)[nH]c(=O)c21
-18	-3	-4	0	4	1.2	-1	-28	-4	1	COc1ccccc1Nc1nc(C)c(C(=O)Nc2ccccc2)s1
16	16	-3	2	-11	-0.1	0	3	-2	0	CCOc1cccc(C(=O)N2CCCN(C)CC2)c1
-2	-10	1	-1	3	0.5	2	0	0	8	CCOC(=O)/C(C#N)=C\c1ccc(OCC(=O)Nc2ccc(C)cc2C)c(OC)c1
-2	-7	4	5	4	-0.5	4	0	-7	-10	O=C(O)Cn1cc(C(=S)N2CCOCC2)c2ccccc21
-5	10	6	5	-6	-0.5	-1	1	-4	10	CC1=C(C(=O)N2CCCCCC2)C2(CCC(C)CC2)OC1=O (configuration not stated)
4	-12	-6	-2	2	0.2	3	1	-2	5	CC(=O)c1ccc(NC(=O)Nc2sc(NS(=O)(=O)c3ccccc3)nc2C)cc1
-3	2	8	3	-4	0.3	-7	2	1	4	CC1CN(C(=O)CCC(=O)NCc2ccc(Cl)cc2)c2ccccc2S1 (configuration not stated)
-6	-7	3	-1	3	0.2	-5	1	-1	6	O=C(CSc1nccn1Cc1ccco1)Nc1ccc(F)cc1
0	-8	7	-2	10	0.3	4	-4	-3	-4	COc1ccc(/C=N/Nc2nc(-c3ccc(C)cc3)c(NC(C)=O)s2)cc1OC
-5	5	-7	-4	2	0.2	3	0	-6	4	CCNC(=S)N1CCN(Cc2ccc3c(c2)OCO3)CC1
3	0	3	-1	5	-0.3	-3	-1	1	3	Cc1ccc(C)c(-n2c(Cc3cccs3)n[nH]c2=S)c1
-32	-3	0	-6	3	-0.1	10	-44	-14	4	COc1ccc(OC)c2[nH]c(C(=O)O)cc12
-3	·	0	-1	0	0.1	6	-1	-6	·	CCCCCC(=O)NC1CCCCN(Cc2ccc(C)cc2)C1=O (configuration not stated)
3	4	2	-1	-3	0.0	-2	2	-1	8	O=C(Nc1ccn(Cc2c(F)c(F)cc(F)c2F)n1)c1ccc(COc2ccc(Cl)cc2Cl)o1
-4	1	5	1	-10	-0.7	-2	-7	-4	-7	COc1ccc(CC(=O)NC(C)c2nnc(SCC(=O)Nc3nc(C)cs3)n2C)cc1 (configuration not stated)
-8	4	1	-4	3	1.0	4	-2	-5	4	Cc1ccc(N=Cc2nc(/C=C/c3cccc([N+](=O)[O-])c3)oc2O)cc1
-5	-8	7	1	-10	6.1	1	-3	-6	-1	CC1(C)CC(=O)C=C(NCc2cccnc2)C1
-8	13	-2	0	1	-0.8	3	1	-4	-15	CC1CCC(NC(=O)C2CCN(C(=O)Nc3ccccc3)CC2)CC1 (configuration not stated)
22*	9	-11	3	-28	0.5	-2	8	8.6*	18	COc1ccc2nc(NC(=O)C3CCCN3S(=O)(=O)c3ccc(C)cc3)sc2c1 (configuration not stated)
-4	4	-1	-4	11	-0.6	1	-1	-4	-10	CCOc1ccc(C(C(=O)NC2CCCC2)N(CCCO)C(=O)c2ccc(-c3ccccc3)[nH]2)cc1 (configuration not stated)
-8	0	-1	0	0	0.5	1	-2	-2	2	O=C(NC1CC1(c1ccccc1)c1ccccc1)c1ccccc1 (configuration not stated)
9	0	6	2	-7	0.2	0	-1	-3	-6	O=C(COC(=O)[C@@H]1CC(O)CN1S(=O)(=O)c1ccc(Cl)c(Cl)c1)NC(=O)NCc1ccccc1 (some centres not stated)
-3	8	-1	-4	6	0.2	3	1	-3	-14	CCOC(=O)C1CCN(C(=O)C2(NC(=O)Nc3ccccc3C)CCCCC2)CC1
-3	3	-3	2	1	-0.6	-6	0	-1	0	Cc1ccc(C)c(NC(=O)CSc2ccc(-c3cccs3)nn2)c1

# Random excerpt: 2 compounds from above
ADAM10 inh	ASAP1 inh	DDE Tn6 FP inh	LEDGF integ inh	TDP2 inh	proKLK7 act	Tn7 DDE FP	PLC-gamma1 inh	ADAM17 inh	ARFGAP1 inh	SMILES
3	4	2	-1	-3	0.0	-2	2	-1	8	O=C(Nc1ccn(Cc2c(F)c(F)cc(F)c2F)n1)c1ccc(COc2ccc(Cl)cc2Cl)o1
22*	9	-11	3	-28	0.5	-2	8	8.6*	18	COc1ccc2nc(NC(=O)C3CCCN3S(=O)(=O)c3ccc(C)cc3)sc2c1 (configuration not stated)

# Bioassay records as filed in PubChem BioAssay.
